Compound activity from PubChem BioAssay.
JNK3 inh: blocks human JNK3 kinase activity; purified JNK3 kinase activity, HTS; 0.61% of 60,000 active; P53779; inhibition, % at 8 µM; in the data active = inhibition above about 17%;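 also: 0% = DMSO and 100% = reference inhibitor; many of its hits are not listed in these tables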
Target sequence (P53779 whole entry, looked up): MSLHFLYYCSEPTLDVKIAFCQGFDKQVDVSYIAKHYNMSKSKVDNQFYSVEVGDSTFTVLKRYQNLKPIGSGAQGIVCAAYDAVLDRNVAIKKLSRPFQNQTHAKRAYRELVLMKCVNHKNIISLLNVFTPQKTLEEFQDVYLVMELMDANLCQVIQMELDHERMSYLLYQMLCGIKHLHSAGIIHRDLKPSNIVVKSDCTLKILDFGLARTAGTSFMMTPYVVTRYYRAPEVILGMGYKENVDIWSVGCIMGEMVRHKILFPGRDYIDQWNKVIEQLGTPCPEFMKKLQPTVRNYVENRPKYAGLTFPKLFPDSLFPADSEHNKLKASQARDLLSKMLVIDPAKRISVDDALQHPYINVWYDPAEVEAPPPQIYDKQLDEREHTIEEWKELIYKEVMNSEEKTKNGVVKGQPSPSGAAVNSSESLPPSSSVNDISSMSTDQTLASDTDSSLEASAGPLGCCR
MKP-1 inh: blocks human MKP-1 phosphatase activity; 0.15% of 65,000 active; recombinant MKP-1, OMFP hydrolysis fluorescence; AID 374; inhibition, %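 (compounds tested at a single concentration somewhere between 10 and 100 µM)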;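 active = inhibition above about 50%, limit read from the data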;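 also: 0% = DMSO max control wells and 100% = wells with enzyme stopped by NaOH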
Cdc25B inh: inhibitors of human Cdc25B phosphatase; P30305; recombinant Cdc25B, OMFP fluorescence Ex485/Em525; inhibition, %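 (compounds tested at 10 µM final in the well)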; 0.1% of 65,000 active; AID 368; in the data active = inhibition above about 50%
MMP13 inh: blocks human MMP13 activity; P45452; MMP-13 fTHP FRET cleavage, Mca fluorescence; inhibition, % at 4 µM; 0.07% of 65,000 active; AID 570;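 active = inhibition above the mean of compound-free control plate wells plus 3 SD, cut at about 14% in these data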;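 also: 0% = DMSO wells and 100% = wells with reference MMP-13 inhibitor after basal subtraction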
FXIa inh mix: inhibitors of human coagulation factor XIa, pooled mixtures; P03951; purified FXIa, fluorogenic substrate; inhibition, % at 5 µM; 0.19% of 62,000 active;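 also: each value is inhibition by a whole ten-compound pool holding the compound; 0% = enzyme with no mixture and 100% = wells lacking enzyme; strong numbers were not always called active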
Abs 340nm: compounds absorbing at 340 nm; fold change at 10 µM; compound absorbance at 340 nm, fold over control; 65,000 tested, under 10 active;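 active = at 10 µM dose, initial 340 nm absorbance at least 2 fold that of control wells; inactive = change under 2 fold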;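 also: initial absorbance extrapolated from kinetic A340 decline of NADH oxidation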
FXIIa mix inh: factor XIIa (human) inhibition, mixture screen; P00748; purified FXIIa, fluorogenic substrate, pooled mixtures; inhibition, % at 5 µM; 0.2% of 62,000 active; AID 684;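 also: 0% = enzyme without compound and 100% = no enzyme blank; some results filed as inactive read as strong as hits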
Target sequence (P00748 20-372 limits assumed): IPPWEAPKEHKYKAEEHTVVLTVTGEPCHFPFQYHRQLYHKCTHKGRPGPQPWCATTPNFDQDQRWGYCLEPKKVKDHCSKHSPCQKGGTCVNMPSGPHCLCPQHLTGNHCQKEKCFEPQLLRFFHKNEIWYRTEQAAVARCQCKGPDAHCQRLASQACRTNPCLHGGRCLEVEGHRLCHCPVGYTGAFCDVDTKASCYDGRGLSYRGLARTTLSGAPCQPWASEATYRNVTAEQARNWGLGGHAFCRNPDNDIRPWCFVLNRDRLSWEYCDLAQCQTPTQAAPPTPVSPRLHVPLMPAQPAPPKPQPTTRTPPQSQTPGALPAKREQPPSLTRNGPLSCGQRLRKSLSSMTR
Target sequence (P00748 373-615 limits assumed): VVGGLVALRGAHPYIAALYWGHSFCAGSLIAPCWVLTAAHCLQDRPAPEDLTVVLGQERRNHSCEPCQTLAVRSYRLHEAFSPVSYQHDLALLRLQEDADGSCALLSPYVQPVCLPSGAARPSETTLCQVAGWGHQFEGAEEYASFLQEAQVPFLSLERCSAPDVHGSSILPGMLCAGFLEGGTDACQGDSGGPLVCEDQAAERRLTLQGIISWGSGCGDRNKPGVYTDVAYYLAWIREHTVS
AP complement: orthogonal test for alternative complement pathway inhibitors. Human serum alternative complement pathway, LPS-coated ELISA, C3 deposition; tested in compound mixtures. inhibition, % at 5 µM. 0.08% of 62,000 active. AID 1235;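 active = inhibition above 30% in each of the two pooled mixtures holding the compound, so the lower value exceeds 30%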;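 also: 0% = serum in Mg-EGTA without compound and 100% = EDTA serum blank; some compounds past the cut are filed as inactive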
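Test system – human serum alternative complement pathway, C3 deposition on LPS-coated wells · Buffer or medium – diluted human serum in Mg2+-EGTA GVB++ · Compound dosing – 5 µM each compound, pools of ten, 50 µM per pool · Schedule – 1 h serum-compound exposure at 37 °C · Measured by – Anti-C3 ELISA, OD 450 nm · Read-out basis – percent inhibition of C3 deposition onto LPS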
Hsp90 block: displaces geldanamycin probe from tumor Hsp90. P07900. NCI-N417 lysate Hsp90, Cy3B-geldanamycin FP displacement. inhibition, % at 30 µM. 0.35% of 64,000 active. AID 429;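 active = inhibition above 50%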;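 also: 0% = tracer plus lysate wells and 100% = tracer alone without lysate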
Active calls of the source: *; · = no result given. Rule as the data show it, unless noted: active = inhibition above about 20% (passing the limit was not always enough); inactive = the rest. Compounds as they come; overall some 1.5% were active at least once.

compound,JNK3 inh,MKP-1 inh,Cdc25B inh,MMP13 inh,FXIa inh mix,Abs 340nm,FXIIa mix inh,AP complement,Hsp90 block
COc1ccc(-c2cc(C(=O)N3CCCCC3)no2)cc1OC,-5,5,-12,4,5,1,5,5,-2
COc1ccc(Cl)cc1C(=O)CSc1nnnn1C1CCCC1,-2,15,1,5,6,1,6,2,1
CC(C)Oc1ccc(CC2CC(=O)NC2=O)cc1 (stereo not given),4,27,-1,2,5,1,2,-2,-5
CCCCCSc1nc2c(c(=O)[nH]c(=O)n2C)n1C,-1,-1,-23,-12,10,1,1,12,-3
O=C(c1ccco1)N1CCN(C(=O)C2CC(c3ccc(F)cc3)=NO2)CC1 (stereo not given),-4,-1,-2,2,5,0.99,-4,12,-1
Nc1n[nH]c(-c2ccc(F)cc2)n1,-2,-20,-4,-1,-2,1,19,-4,-3
Cc1ccc(-n2ncc3c(=O)n(Cc4ccccn4)cnc32)cc1C,4,-6,2,-8,1,0.96,11,10,-5
CCOc1ccccc1OCC(=O)Nc1ccc(N2CCCCC2)cc1,-1,-2,-10,-2,2,1,-1,15,1
O=C(Nc1ccc(F)c(F)c1)NC1CCCCC1,-2,6,-6,-1,2,1,8,1,0
COc1ccc(OC)c(CNC(=O)CCc2nc(-c3cccs3)no2)c1,-7,4,-8,1,8,1,1,10,-3
O=C(NCc1ccco1)c1cccc(S(=O)(=O)N2CCCCC2)c1,0,-7,-1,-1,-1,1,12,-10,-9
O=c1c2cc(Cl)ccc2[nH]c(=S)n1Cc1ccco1,·,-5,-6,2,17,0.99,-16,5,-7
CCOc1cc2[nH]c(=O)n(CCCCCC(=O)NCc3ccc4c(c3)OCO4)c(=O)c2cc1OCC,-4,14,-10,2,5,1,0,7,-4
COCc1ccccc1Cn1cnc2c1c(=O)n(C)c(=O)n2C,6,-20,0,-8,4,0.99,1,15,-3
CCOC(=O)c1ccc(NCC(O)COc2ccccc2)cc1 (stereo not given),1,-10,14,3,·,1,·,·,-6
COc1ccc(C2C(C(=O)c3ccco3)=C(O)C(=O)N2CCc2ccccc2)cc1OC (stereo not given),·,32,-2,5,4,1,20,9,·
CCc1ccc(NC(=O)Cn2c(=O)n(CCCC(=O)NCc3ccco3)c(=O)c3ccccc32)cc1,2,12,-6,-2,-5,1,7,20,-12
O=C(CSc1nnc(COc2ccccc2)o1)N1CCN(c2ccccc2)CC1,-2,4,-15,-2,·,1,·,·,-2
COCCN(CCOC)c1cc(C)c(C#N)c2nc3ccccc3n12,0,17,0,-28,7,1.1,-3,8,-2
CCOc1ccc(CSC(CC(=O)O)C(=O)O)cc1 (stereo not given),-1,-7,-37,-5,9,0.99,10,0,-1
OC(COc1ccc2ccccc2c1)CN1CCOCC1 (stereo not given),3,9,-15,0,-4,0.98,0,4,-2
Cc1cc(C)nc(N2CCN(c3ncnc4c3cnn4Cc3ccc(Cl)cc3Cl)CC2)n1,2,-12,0,2,3,1,-16,-1,-1
CCOc1ccc(/C(O)=C2\C(=O)C(=O)N(c3cc(C)on3)C2c2ccccc2OC)cc1 (stereo not given),21*,-1,-3,5,-2,1.1,1,30,-1
CC(C)n1nnnc1C(c1ccc(F)cc1)N1CCN(C2CCCC2)CC1 (stereo not given),5,-3,-4,2,6,0.99,4,6,0

Single records, from the list above:
Nc1n[nH]c(-c2ccc(F)cc2)n1 reads JNK3 inh: -2; MKP-1 inh: -20; Cdc25B inh: -4; MMP13 inh: -1; FXIa inh mix: -2; Abs 340nm: 1; FXIIa mix inh: 19; AP complement: -4; Hsp90 block: -3
CCOc1ccccc1OCC(=O)Nc1ccc(N2CCCCC2)cc1 reads JNK3 inh: -1; MKP-1 inh: -2; Cdc25B inh: -10; MMP13 inh: -2; FXIa inh mix: 2; Abs 340nm: 1; FXIIa mix inh: -1; AP complement: 15; Hsp90 block: 1
CC(C)Oc1ccc(CC2CC(=O)NC2=O)cc1 (stereo not given) reads JNK3 inh: 4; MKP-1 inh: 27; Cdc25B inh: -1; MMP13 inh: 2; FXIa inh mix: 5; Abs 340nm: 1; FXIIa mix inh: 2; AP complement: -2; Hsp90 block: -5

Next part:
compound,JNK3 inh,MKP-1 inh,Cdc25B inh,MMP13 inh,FXIa inh mix,Abs 340nm,FXIIa mix inh,AP complement,Hsp90 block
Cc1cc(C)nc(N(C#N)CC(=O)c2ccccc2)n1,2,-6,-12,-1,3,1,-15,-1,0
COc1ccc(C(=O)OC(C)CN2CCOCC2)cc1OC (stereo not given),-6,-28,-16,-1,2,0.98,25,-5,3
Cc1occc1-c1nnc(SCCCC(=O)c2ccc(F)cc2)n1C,·,11,-9,-1,5,1,-13,-5,·
Cc1cc(C)nc(SCc2nnc(SCC(=O)Nc3ncc(C)s3)n2Cc2ccco2)n1,4,-2,-7,-2,-8,0.99,13,-4,-3
COC(=O)c1nn(-c2ccc(-c3ccccc3)cc2)cc1O,-3,8,-7,-92,1,1,9,3,0
CCCN(CCC)CCNC(=O)C1CCCN(S(=O)(=O)c2ccc3c(c2)oc(=O)n3C)C1 (stereo not given),1,3,3,0,-15,1,-3,-6,-1
COC(=O)C1=C(C)NC2=C(C(=O)c3ccccc32)C1c1ccc(-c2ccc(C(=O)O)cc2)o1 (stereo not given),7,56*,2,-1,8,1.1,-1,8,-12
CCn1cc(S(=O)(=O)CC(=O)Nc2ccc3c(c2)OCO3)c2ccccc21,-5,1,0,2,10,1,1,13,2
O=C(NCc1ccncc1)c1cccc(Cn2cc(Br)cn2)c1,-14,-5,-28,-2,8,0.98,5,9,-3
CCOC(=O)c1sc2nc(CC(=O)OC)nc(NCc3ccco3)c2c1C,·,14,-2,-43,12,1.1,-1,7,-13
CN1CCN(/C(=N\O)c2nonc2N)CC1,0,-35,-4,3,4,0.98,-1,15,3
CCS(=O)(=O)N1CCC(C(=O)NCCc2ccc(C)cc2)CC1,-2,2,10,-5,-1,0.99,11,0,-1
Cc1cccc(OCCCC(=O)O)c1,-6,2,-10,-3,-1,1,9,-13,1
COCCN(C(=O)CCC(=O)Nc1cccnc1)C(C(=O)NC1CCCCC1)c1ccccc1 (stereo not given),0,2,-6,2,6,0.96,4,-3,-1
CCN1CCN(CCCNC(=O)C(NC(=O)C2CCC(C)CC2)C(C)C)CC1 (stereo not given),1,-7,-7,-3,-10,0.96,5,3,-3
CCCn1c(CNC(=O)c2cccs2)nc2ccccc21,4,2,-46,5,-4,1,6,-2,-2
CCOc1ccc(OCC)c(NC(=O)CSCC(=O)O)c1,0,-30,-11,2,3,1,9,1,2
O=C1c2ccccc2C(=O)N1c1ccc(S(=O)(=O)N2CCN(c3ccccc3)CC2)cc1,0,11,31,-4,6,1,8,19,-2
Cc1cccc2cc(C(c3nnnn3CC3CCCO3)N3CCCc4ccccc43)c(=O)[nH]c12 (stereo not given),2,37,-1,-2,5,0.97,-15,16,-13
Cc1cccc2cc(COC(=O)c3cccnc3)c(=O)[nH]c12,13,-5,6,-3,7,1.1,12,2,-2
O=C(CN1C(=O)c2ccccc2C1=O)Nc1ccccc1F,·,4,-12,-1,5,1,12,5,·
O=C(c1ccc(F)cc1)N1CCN(Cc2ccccc2Br)CC1,-8,6,2,1,14,1.1,12,13,3
CCC(=O)Nc1nonc1-c1nc2ccccc2n1N(C(=O)CC)C(=O)CC,1,23,0,-5,3,0.99,2,21,-6
COC(=O)c1ccc2c(c1)NC(=O)C(N1CCCC1)S2 (stereo not given),·,5,-12,-2,-8,1,-26,0,-6
CCCCn1c(=O)[nH]c(=O)c2c1nc(COC(=O)c1c(C)noc1C)n2CCC,5,-6,-10,1,7,1.2,6,8,-4
O=C(c1ccc(N2CCCC2=O)cc1)N1CCN(c2ccccc2)CC1,-4,3,-11,1,-1,1,1,5,-3
C=CCN(CC=C)c1nc2ccccc2nc1C(C#N)C(=O)OC(C)C (stereo not given),3,-28,20,-20,4,1,-16,20,-8
COc1ccc(C(=O)COC(=O)CSCc2c(C)noc2C)cc1OC,8,9,-1,1,6,1.1,-28,18,-1
Fc1ccc(CSc2nnc(-c3cccs3)o2)cc1,9,-12,-1,2,6,1,11,-4,0
Cc1cccc(OCc2n[nH]c(=S)o2)c1,-1,-5,-10,-2,0,0.99,7,-16,2
Cc1c(S(=O)(=O)Nc2cc(Cl)ccc2Cl)c(=O)n(C)c(=O)n1C,2,2,4,1,2,1,3,17,-1
Cc1ccc(-c2noc(C3CCCN(C(=O)c4ccc(F)cc4F)C3)n2)cc1 (stereo not given),2,-6,-5,1,4,1,-6,-4,0
COc1ccc(CC(=O)NC2CCN(CC(=O)N3CCCc4ccccc43)CC2)cc1OC,3,7,7,3,4,1,-15,6,-6
CCCCNC(=O)CC(NS(=O)(=O)c1ccc(C)cc1)c1ccco1 (stereo not given),·,28,0,-1,-5,0.99,-15,3,1
CCOc1c(Cl)cc(C(=O)NCCN2CCCCC2)cc1Cl,3,-7,-13,0,7,1.1,13,1,1
CCn1c(NCc2ccc(N(C)C)cc2)nc2ccccc21,-17,1,-6,-3,9,0.99,4,12,-3
O=C(Oc1ccnc2cc(Cl)ccc12)N1CCOCC1,-2,5,0,7,0,1,-12,7,0
Cc1ccc2c(COn3nnc4ccc(S(=O)(=O)N(C)C)cc43)cc(=O)oc2c1C,-2,25,2,-5,9,1,2,7,-2
C[N+]12CCC(CC1)C(OC(=O)C(O)(c1ccccc1)c1ccccc1)C2 (stereo not given),2,22,5,3,-4,1,2,15,1
O=C(CSc1nnc(-c2cccnc2)n1Cc1ccccc1)NCc1ccco1,-5,31,3,0,9,1.1,9,12,-6
C=C(C)CN1C(=O)C(O)(CC(=O)c2ccc3c(c2)OCCO3)c2ccccc21 (stereo not given),1,7,3,3,8,1,10,15,-7
CCn1c(SC)nnc1-c1sc2cc(Cl)ccc2c1Cl,4,12,-6,-1,18,1,42*,-6,-2
CC1CCCC(C)N1C(=O)Cn1c(=O)sc2ccccc21 (stereo not given),-3,1,-5,6,0,1,6,8,-1
CCOCCc1nnc(NC(=O)c2cc(OC)c(OC)c(OC)c2)s1,-2,-3,4,0,-1,1,2,12,0
O=C(Cn1cccc1C(=O)c1ccccc1)NCc1cccnc1,4,-7,3,11,1,1,3,-1,-2
Cc1cc(NS(=O)(=O)c2ccc(Cl)cc2)nn1CC(=O)NCc1ccco1,-4,-2,-1,-4,-3,1,-8,-6,-4
COc1cc(C2Nc3cc(Cl)c(S(N)(=O)=O)cc3S(=O)(=O)N2)cc(OC)c1OC (stereo not given),1,25,-17,5,7,1,6,-18,1
CC(=O)NCC(=O)N(C)C(C(=O)Nc1ccc2c(c1)OCCO2)c1ccccc1 (stereo not given),2,11,-6,-1,10,1,17,17,1
Cc1cccc(-n2ncc3c(N4CCC5(CC4)OCCO5)ncnc32)c1,-2,4,5,-6,4,1,-3,-7,0
COC(=O)c1ccc(-c2ccc(C(=O)N3CCCN(C)CC3)cc2)cc1,-2,7,-15,4,8,1,3,23,1
COc1cccc(-c2nc(NC(C)C)c3ccccc3n2)c1O,6,-27,3,1,·,1.1,·,·,2
COc1ccccc1-c1nc(C#N)c(N2CCN(c3cccc(Cl)c3)CC2)o1,5,-9,-17,1,-3,0.91,10,-2,-1
COc1ccc(/C=C/C(O)=C2/C(=O)N(C)C3(C)CC2c2ccccc2O3)cc1 (stereo not given),-5,2,-9,-9,9,1.1,8,16,1
